Screens: PubChem BioAssay, National Center for Advancing Translational Sciences (NCATS)
L3MBTL1 block: L3MBTL1 (human) inhibition; Q9Y468; AlphaScreen L3MBTL1–H3K9me1 peptide binding; Potency, µM (top dose mostly 57.1 µM), without a hit: top-dose activity, negative = inhibition, hits mostly inhibitors; hit rate 0.66% among 230,000; further: potency means the concentration at half of the fitted maximal effect; on the % scale 0 is the no-effect control and ±100 the full control effect; nearly all actives have a fitted effect of over 60% in size
Target sequence (Q9Y468 whole entry, looked up): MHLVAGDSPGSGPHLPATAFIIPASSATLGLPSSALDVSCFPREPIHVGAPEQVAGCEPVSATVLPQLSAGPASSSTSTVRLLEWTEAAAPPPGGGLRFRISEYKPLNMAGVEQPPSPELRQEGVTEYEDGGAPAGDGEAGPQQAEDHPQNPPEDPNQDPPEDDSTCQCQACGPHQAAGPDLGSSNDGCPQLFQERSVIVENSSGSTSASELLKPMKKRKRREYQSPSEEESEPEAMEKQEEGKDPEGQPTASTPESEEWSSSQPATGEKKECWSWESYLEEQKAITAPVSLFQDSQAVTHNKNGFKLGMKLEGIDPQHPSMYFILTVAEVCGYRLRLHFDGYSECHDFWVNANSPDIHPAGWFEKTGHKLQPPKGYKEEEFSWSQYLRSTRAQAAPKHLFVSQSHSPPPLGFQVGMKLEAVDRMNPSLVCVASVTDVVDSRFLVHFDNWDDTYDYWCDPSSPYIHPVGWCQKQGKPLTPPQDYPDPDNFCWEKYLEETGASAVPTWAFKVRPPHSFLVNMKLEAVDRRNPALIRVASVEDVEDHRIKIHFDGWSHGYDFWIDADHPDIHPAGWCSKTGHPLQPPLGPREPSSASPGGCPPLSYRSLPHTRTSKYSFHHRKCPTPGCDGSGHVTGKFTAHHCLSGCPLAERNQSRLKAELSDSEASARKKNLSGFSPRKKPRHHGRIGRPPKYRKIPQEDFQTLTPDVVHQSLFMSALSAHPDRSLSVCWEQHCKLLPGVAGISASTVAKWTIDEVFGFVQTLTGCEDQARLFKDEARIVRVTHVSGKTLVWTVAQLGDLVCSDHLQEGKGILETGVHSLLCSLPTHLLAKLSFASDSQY
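AlphaScreen proximity signal between nickel-chelate acceptor and streptavidin donor beads (final 10 ug/mL) reports binding of 50 nM L3MBTL1 to 75 nM biotin-H3 K9me1 peptide; complex incubated with compounds 30 min at room temperature; cefsulodin titration as control.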
Luc counter: blocks Kinase-Glo luciferase, a counter-screen artifact; Potency, µM (series often up to 38.3 µM), for the others: at the top dose activity change, negative = inhibition, actives largely listed as inhibitors; hit rate 0.28% among 200,000; Q27757; Kinase-Glo luciferase, ATP luminescence, 8 min; further: potency means the concentration at half of the fitted maximal effect; on the % scale 0 is the no-effect control and ±100 the full control effect; nearly all actives have a fitted effect of over 60% in size
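Substrate mix (final 50 mM imidazole pH 7.2, 50 mM KCl, 7 mM MgCl2, 10 uM ATP, 0.01% Tween 20, 0.05% BSA) plus pin-tool compound, then Kinase-Glo detection mix; 8 min ambient, luminescence read.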
Epigenetic derep: regulators of epigenetic silencing causing reporter derepression in mouse cells | Potency, µM (doses to about 53.9 µM), inactives show at the top dose GFP activation, hits mostly activators | murine LDR cells, GFP reporter derepression, 30 h | hit rate 0.2% among 280,000; further: potency means the concentration at half of the fitted maximal effect; % of control where 0% means no effect; nearly all actives have a fitted effect of over 60% in size
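Derepression of a silenced CMV-GFP reporter in murine LDR cells is scored by enumerating GFP-positive cells with a laser-scanning microplate cytometer after 30 hours of treatment at 37 C.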
IMPase Li inh: membrane-permeable IMPase blocker, potentiated with lithium; CHO-M1 cells, IP1 TR-FRET (IP-One), carbachol + lithium; Potency, µM (top dose mostly 59.4 µM), for inactives: top-dose activity, negative = IMPase inhibition, usual class: inhibitors; hit rate 0.35% among 210,000; AID 1457;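 further: IP1 builds up when IMPase is blocked and the TR-FRET signal falls; potency means the concentration at half of the fitted maximal effect; plate controls were basal vehicle for no effect and high inhibitor control for full effect; nearly all actives have a fitted effect of over 50% in size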
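CHO-M1, 2000 cells/well, 16–30 h culture; cpd + low Li+, 30 min 37C; lysis with d2-IP1/Eu-anti-IP1 Ab, 10 min RT; TR-FRET 665/620 ratio and 620 channel; AC50 via Hill.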
HttQ103 aggreg: mutant huntingtin aggregation inhibition. PC12 HttQ103-GFP aggregates, Acumen cytometry, 40 h. Potency, µM (top dose mostly 46.1 µM), inactives show top-dose activity change, negative = inhibition, actives largely listed as inhibitors. hit rate 1.1% among 220,000. AID 1688; further: potency means the concentration at half of the fitted maximal effect; on the % scale 0 is the no-effect control and ±100 the full control effect; nearly all actives have a fitted effect of over 60% in size
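Aggregates are detected as GFP objects 1–25 µm with signal 6 STDEV over background in lysates of induced PC12 cells. These carry Huntingtin exon 1 with 103 glutamines fused to GFP under an ecdysone promoter; compounds titrated.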
NPSR antag: neuropeptide S receptor (human) antagonism, cAMP; Q6W5P4; CHO-NPSR cells, cAMP TR-FRET, antagonist mode; Potency, µM (titrated, usually from 38.3 µM), for the others: top-dose activity change, negative = inhibition, most hits filed as inhibitors; hit rate 1% among 220,000; AID 1461; further: potency means the concentration at half of the fitted maximal effect; on the % scale 0 is the no-effect control and ±100 the full control effect; nearly all actives have a fitted effect of over 50% in size; many of its hits are not listed in these tables
CBFb RUNX1 block: blocks binding between human CBF-beta and RUNX1 | Q01196+Q13951 | AlphaScreen CBFb-His/RUNX1-biotin binding, biochemical | Potency, µM (highest dose often 59.8 µM), for the others: top-dose activity, negative = inhibition, most hits filed as inhibitors | 230,000 tested, under 10 active | AID 1477; further: % of control where 0% means no effect
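Read-out: AlphaScreen. Format: His-CBF-beta with biotinylated RUNX1 (30 nM each) preincubated 20 min, compound 15 min, Ni-chelate plus streptavidin beads 90 min; room temperature throughout.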
The depositor's hits bear a star; u = inconclusive; x = no result given; [ ] = another dose, or the depositor's remark. The call rests on the fitted dose curve; in most records, active means well fitted curve in the direction sought with a large enough effect; inconclusive means small, poorly fitted or top-dose-only effect, or another doubt; inactive means no such curve, though single readings can be large; an effect the other way counts as inactive or inconclusive. The list is partial. The share of hits here may be higher or lower than overall.

SMILES | L3MBTL1 block | Luc counter | Epigenetic derep | IMPase Li inh | HttQ103 aggreg | NPSR antag | CBFb RUNX1 block
CC1(C)SC[C@H](C(=O)Nc2cccc(Cl)c2)N1C=O | -3% | x | 3.5% | x | 15%[9.22 µM] | 36% | 2%
Fc1ccc(C(c2nnnn2C2CCCC2)N2CCN(Cc3ccncc3)CC2)cc1 (stereo unspecified) | -5% | 10% | -1.9% | 8%[38.3 µM] | -1% | u | -5%
CN(C)c1cccc(N=C2C=C(N3CCOCC3)CC(C)(C)C2)c1 | -6% | 1% | -1.1% | 22%[38.3 µM] | u | -19%[46.1 µM] | -6%
CCOc1ccc(N2CC(C(=O)OC)CC2=O)cc1 (stereo unspecified) | 6% | 0% | -14% | 16%[38.3 µM] | 5% | -8%[46.1 µM] | 12%
O=C(O)c1cccc(NC(=S)NC(=O)C(c2ccccc2)c2ccccc2)c1 | 9% | x | -1.0% | x | u | -18%[46.1 µM] | 3%
CC(C)CN1CCC(=O)N([C@H](CSc2ccc(Br)cc2)Cc2ccccc2)CC1 | x | x | -1.7% | x | -11%[9.22 µM] | u | 12%
O=C(COC(=O)Cc1cccc(C(F)(F)F)c1)Nc1cccc2ccccc12 | 9% | 1% | 0.0% | 3% | -12% | 1%[46.1 µM] | 2%
O=C(Nc1ccn(Cc2ccc(F)cc2)n1)c1ccncc1 | x | -8% | -1.3% | -12%[38.3 µM] | u | u | -1%
Cc1cc(C)c(S(=O)(=O)NCCn2c(C)cc3ccccc32)c(C)c1 | -5% | -2% | -0.8% | 8%[38.3 µM] | -11% | -13%[46.1 µM] | 13%
CN(C)CCCOc1cccc(Oc2ccccc2)c1 | -7% | -4% | -2.6% | 17% | -11% | 16% | -1%
CC(=O)Nc1ccc(S(=O)(=O)N[C@@H](C)C(=O)Nc2ccc(N3CCOCC3)cc2)cc1 | -2% | 0% | -0.9% | 7%[38.3 µM] | 5% | -3%[46.1 µM] | 14%
Cc1ccc(O)c(N=Nc2ccc(S(=O)(=O)N3CCCC3)cc2)c1 | x | x | 0.3% | x | -22%[9.22 µM] | -9% | u

Full records from above. Values in the order: L3MBTL1 block | Luc counter | Epigenetic derep | IMPase Li inh | HttQ103 aggreg | NPSR antag | CBFb RUNX1 block
Record of `O=C(COC(=O)Cc1cccc(C(F)(F)F)c1)Nc1cccc2ccccc12` = 9% | 1% | 0.0% | 3% | -12% | 1%[46.1 µM] | 2%
Record of `CN(C)c1cccc(N=C2C=C(N3CCOCC3)CC(C)(C)C2)c1` = -6% | 1% | -1.1% | 22%[38.3 µM] | u | -19%[46.1 µM] | -6%

Additional structures
SMILES | L3MBTL1 block | Luc counter | Epigenetic derep | IMPase Li inh | HttQ103 aggreg | NPSR antag | CBFb RUNX1 block
Cc1ccc(C(c2sc3ncnn3c2O)N2CCC(C)CC2)cc1 (stereo unspecified) | 32%[activator] | 0% | -1.0% | -3% | 14% | 2%[46.1 µM] | 2%
COC(=O)c1ccc2nc(C)cc(Nc3ccccc3C)c2c1 | 5% | x | -0.1% | 4% | -10%[9.22 µM] | 22% | 11%
CC(C)OC(=O)C(C#N)c1nc2ccccc2nc1N1CCCC1 (stereo unspecified) | 12%[11.4 µM] | 4% | -1.0% | 19% | -15% | -39% | -6%
COc1ccc(-c2cc(C(F)(F)F)nc(S(=O)(=O)CCC(=O)N3CCOCC3)n2)cc1 | 14% | 3% | -1.1% | 29%[38.3 µM] | 27%[9.22 µM] | u | 2%
CC1CC1C(=O)OCC(=O)NCc1ccc(Cl)cc1 (stereo unspecified) | x | -2% | 3.8% | 29%[38.3 µM] | -7% | -5%[46.1 µM] | 2%
COc1ccccc1-c1nnc(NC(=O)C2=COCCO2)o1 | -28% | -3% | -1.3% | -11% | -16% | 9% | 2%
CC(C)N1CCN(Cc2cccc3nonc23)CC1CCO (stereo unspecified) | -2% | 3% | -1.1% | 16% | 27%[9.22 µM] | -6% | 7%
Cc1ccc(NS(=O)(=O)c2cc(N)ccc2Cl)c(C)c1 | -1% | x | 1.4% | x | -10%[9.22 µM] | -1% | 6%
O=C(NCc1ccccc1)c1ccc(OC2CSC2)cc1 | 1% | 2% | 1.8% | 24%[38.3 µM] | 0% | -14%[46.1 µM] | 4%
COc1cccc(CNC(=O)c2ccc3nc[nH]c3c2)c1 | 6% | 0% | 1.2% | -3%[38.3 µM] | 5% | 2%[46.1 µM] | 0%
Cc1ccccc1N1CC(O)(c2cccs2)[N+]2=C1CCCC2 (stereo unspecified) | x | -4% | -0.1% | 21% | -18% | 22% | 5%
COc1ccc([N+](=O)[O-])cc1NC(=O)C(C)Sc1nc(-c2ccccc2)cs1 (stereo unspecified) | -1% | 1% | -1.6% | 4% | 6% | -19% | 0%
COc1ccccc1NC(=O)c1cc(Cl)nc2ccccc12 | -9% | x | 1.6% | x | -10%[9.22 µM] | -6% | 0%
O=C(CSc1nc2ccccc2[nH]1)c1ccc(Cl)s1 | x | -7% | -3.8% | 22%[38.3 µM] | 12% | -10%[46.1 µM] | 6%
CCOC(=O)c1nnn(-c2nonc2-c2ccccc2)c1C | 14% | -1% | -0.2% | 0%[38.3 µM] | 1% | -10%[46.1 µM] | 7%
O=C(Nc1ccccc1CC[N+](=O)[O-])N1CCN(c2ccccc2)CC1 | -13% | 0% | 0.2% | 3% | u | -16% | -11%
COc1ccc(-c2nc(S(=O)(=O)c3ccc(C)cc3)c(N3CCCC3)o2)cc1 | 19% | -1% | 0.0% | 22%[38.3 µM] | -15% | -7%[46.1 µM] | 7%
NC(=O)CSc1nc(-c2ccccc2)c(-c2ccccc2)o1 | -20% | 2% | -1.0% | 8% | -10% | -8% | -7%
Cc1ccc(C)c(NS(=O)(=O)c2ccc(NC(=O)CSc3ccc(Cl)cc3)cc2)c1 | -4% | -1% | -2.6% | -9% | 9% | -22% | -6%
COc1ccc(CN(CC2CCC(C(=O)O)CC2)C(=S)Nc2cccc(C)c2)cc1 (stereo unspecified) | x | 10% | 1.1% | -5% | 7% | -36% | 13%
COC(=O)c1ccc([C@H]2C=C(C(=O)O)O[C@@H](OCc3ccc(CO)cc3)C2)cc1 | x | x | 4.6% | x | -1%[9.22 µM] | 17% | 15%
COc1ccccc1-n1c(C)c2c(OC)cccc(=O)c2c1C | -7% | 2% | 1.1% | 6% | u | 8% | 0%
CCOC(=O)c1ccc(NC(=S)N2CCSC2c2c(F)cc(F)cc2F)cc1 (stereo unspecified) | -1% | 2% | 0.0% | -9% | -3% | -29% | 22%
CC1(OC(=O)CCc2ccccc2)C(=O)C=C2C=C(c3ccc(C#N)cc3)N(CCc3ccccn3)C=C2C1=O (stereo unspecified) | x | -7%[7.66 µM] | u | -1% | 23%[9.22 µM] | -20% | 6%[13.1 µM]
CCc1[nH]nc2c1C(C(C)C)C(C#N)=C(N)O2 (stereo unspecified) | -5% | -2% | 0.0% | -21%[38.3 µM] | 11µM* | 0%[46.1 µM] | u
CCn1c(=O)c2cc(C(=O)Nc3ccccc3OC)sc2c2ccccc21 | x | x | 1.1% | x | 0%[9.22 µM] | -31% | 15%
CS(=O)(=O)c1ccc(Cl)c(NC(=O)Cc2c(Cl)cccc2Cl)c1 | 13% | 1% | -2.4% | 1% | 19% | 10% | 22%
COc1ccccc1NS(=O)(=O)c1cc(NC(=O)CNC(=O)c2ccc(C)s2)ccc1Cl | -13% | 0% | 0.0% | 4% | 3% | -6% | -9%
COc1ccc(OCC(O)CNC(=O)c2cccs2)cc1 (stereo unspecified) | -4% | x | -1.4% | x | 9%[9.22 µM] | 2%[7.67 µM] | 0%
Cc1nc(N2CCCC2C(=O)O)c2oc3ccccc3c2n1 (stereo unspecified) | 12% | 2% | 0.8% | -1%[38.3 µM] | 23% | -3%[46.1 µM] | 4%
CCn1c(=NC(=O)CN2C(=O)CCC2=O)sc2c(OC)ccc(OC)c21 | x | 1% | 1.0% | u | -7% | -24%[46.1 µM] | 1%
O=C(c1ccc2c(c1)OCCCO2)N1CCCCC1 | 8% | x | 0.0% | x | 18%[9.22 µM] | -14% | 0%
COc1ccc(CCNC(=O)COc2ccc(N(C)S(=O)(=O)c3ccc(Cl)cc3)cc2)cc1 | -4% | 3% | -1.6% | 19% | -11% | -58% | 6%
COC(=O)c1cc(C(=O)NCCCN2CCOCC2)cc([N+](=O)[O-])c1 | 9% | 2% | -1.4% | 7% | 15% | 9% | 9%
COc1ccc(OCCC(=O)OCC(=O)NC2CCCCCCC2)cc1 | 10% | -1% | -1.1% | 0% | 5% | 6% | 1%
CC(=O)C(=Cc1ccc(O)cc1)C(C)=O | -4% | x | 1.1% | x | -5%[9.22 µM] | -11% | -5%
O=C(O)C1C2C=CC(C2)C1C(=O)NCCCc1ccccc1 (stereo unspecified) | 7% | -2% | 0.0% | 0% | 3% | 16% | 1%
CC(C)C12CN3CCN(CC(C3)/C1=N\NC(=O)Nc1ccccc1)C2 | 1% | 2% | -1.0% | 0% | -2% | 14% | -6%
CN1/C(=C\C(=O)COC(=O)c2ccc(O)cc2)C(C)(C)c2ccccc21 | -15% | x | 11% | x | 1%[9.22 µM] | 22% | -4%
OCC1(CC2CCCCO2)CCN(Cc2cccc(O)c2)CC1 (stereo unspecified) | -2% | 5% | -5.5% | 9% | 3%[9.22 µM] | -18% | -4%
Cc1noc(C)c1CN1C(=O)NC(Cc2ccccc2)(Cc2ccccc2)C1=O | x | 1% | -1.1% | 24%[38.3 µM] | 26% | -13%[46.1 µM] | 3%
CCOC(=O)/C=C1\SCC(=O)N1CC(=O)Nc1ccc(OC)c(OC)c1 | x | -2% | 2.1% | 17%[38.3 µM] | -9% | -3%[46.1 µM] | 1%
CCc1ccc(C(=O)NC(C(=O)NCC2CCCO2)C(C)C)cc1 (stereo unspecified) | -8% | -2% | -0.7%[10.1 µM] | 6% | 1%[9.22 µM] | 8% | 1%
O=C(O)c1ccccc1C(=O)O | 6% | x | x | 13% | x | x | 2%[21.7 µM]
O=C(NN=C(Cc1ccccc1)Cc1ccccc1)c1ccccc1O | x | 1% | -0.1% | 1% | 11% | -9% | 2%
Cc1cccc(SCc2noc(C(=O)NCC3CCCO3)c2C(=O)O)c1 (stereo unspecified) | 5% | 0% | -0.9% | -28%[38.3 µM] | -25% | -9%[46.1 µM] | -1%

Some values from the entries so far:
Entry of `O=C(O)c1ccccc1C(=O)O` under L3MBTL1 block: 6%
Entry of `O=C(NN=C(Cc1ccccc1)Cc1ccccc1)c1ccccc1O` under CBFb RUNX1 block: 2%
Entry of `Cc1cccc(SCc2noc(C(=O)NCC3CCCO3)c2C(=O)O)c1` (stereo unspecified) under HttQ103 aggreg: -25%
Entry of `Cc1noc(C)c1CN1C(=O)NC(Cc2ccccc2)(Cc2ccccc2)C1=O` under CBFb RUNX1 block: 3%
